VLA-4 inh – inhibition in a human VLA-4 binding assay; P13612; VLA-4 expressing cells, ligand binding flow cytometry; inhibition, % (about 7 µM as worked out from the volumes in the protocol); 0.2% of 330,000 active; in the data active = inhibition above about 50%
GLD-1 RNA inh – GLD-1-TGE RNA interaction inhibition (C. elegans). purified GLD-1 + fluorescein TGE RNA, fluorescence polarization. inhibition, % at 5.96 µM. AID 2280. 0.44% of 320,000 active;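 active = percent inhibition above a per-plate cutoff, the plate mean of test compounds plus 3 SD, cut at about 30% in these data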;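 also: 0% = DMSO wells with GLD-1 and probe and 100% = wells lacking GLD-1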
Target sequence (Q17339 whole entry, looked up): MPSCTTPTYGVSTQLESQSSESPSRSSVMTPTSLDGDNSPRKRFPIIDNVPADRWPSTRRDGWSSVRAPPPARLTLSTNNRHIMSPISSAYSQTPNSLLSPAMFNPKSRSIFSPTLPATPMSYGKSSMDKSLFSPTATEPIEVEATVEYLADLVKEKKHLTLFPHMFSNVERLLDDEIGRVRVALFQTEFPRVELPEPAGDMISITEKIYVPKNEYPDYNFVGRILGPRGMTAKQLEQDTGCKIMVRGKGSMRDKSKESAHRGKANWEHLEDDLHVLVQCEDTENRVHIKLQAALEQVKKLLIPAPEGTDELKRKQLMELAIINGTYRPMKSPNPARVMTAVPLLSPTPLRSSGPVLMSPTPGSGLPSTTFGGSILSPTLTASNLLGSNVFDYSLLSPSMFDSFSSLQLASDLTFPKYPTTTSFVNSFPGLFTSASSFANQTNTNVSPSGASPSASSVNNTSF
CIT2-GFP yeast – alters CIT2-GFP fluorescence in TOR pathway yeast screen; S. cerevisiae CIT2-GFP strain, flow cytometry, 3 h; 100 means same as DMSO wells; GFP response vs DMSO, % at 10 µM; 0.065% of 320,000 active;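 active = GFP response relative to DMSO above a set limit, near the screen mean plus 3 SD, cut at about 150% in these data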;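 also: ratio of well median GFP fluorescence to mean of DMSO wells on the plate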
GRK2 aptamer HTS – human GRK2 inhibition via aptamer displacement. bead flow cytometry, FAM-aptamer displacement from GRK2. inhibition of aptamer binding, % at 10 µM. P25098. AID 488847. 0.59% of 330,000 active;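 active = inhibition of aptamer binding above 40%, roughly 3 SD of noise, on plates passing a quality check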;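 also: median bead fluorescence of bound FAM aptamer so fluorescent compounds give negative values; no value below 0 was filed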
BCLXL inh – Bcl-xL (human) inhibition. GST-Bcl-xL / FITC-Bim BH3 peptide fluorescence polarization. inhibition, % at 10.9 µM. 0.7% of 320,000 active. AID 2129;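 active = inhibition above the mean of all tested compounds plus 3 SD, cutoff set per campaign, cut at about 30% in these data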;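 also: 0% = DMSO wells and 100% = unlabeled Bim-BH3 peptide competitor; inhibitors lower millipolarization by displacing the labeled peptide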
Target sequence (Q07817 whole entry, looked up): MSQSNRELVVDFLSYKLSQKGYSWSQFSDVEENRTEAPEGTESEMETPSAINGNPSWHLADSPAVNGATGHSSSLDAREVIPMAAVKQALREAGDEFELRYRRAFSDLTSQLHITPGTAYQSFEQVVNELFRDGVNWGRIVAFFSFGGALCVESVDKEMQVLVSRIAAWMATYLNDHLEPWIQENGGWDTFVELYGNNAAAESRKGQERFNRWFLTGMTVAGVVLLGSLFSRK
Fam108B inh – Fam108B inhibition, counter-screen for RBBP9 inhibitors. inhibition, % at 9.51 µM. AID 1947. recombinant Fam108B, FP-Rh probe fluorescence polarization. 0.33% of 300,000 active;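 active = inhibition above the screen mean inhibition plus 3 SD, computed separately per campaign, cut at about 18% in these data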;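 also: inhibitors lower polarization as less probe binds the enzyme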
MEX-5 binding – C. elegans MEX-5 TCR-2 RNA binding activity. MEX-5/FITC-TCR2 RNA binding, fluorescence polarization; stronger effect = lower value. 0.38% of 300,000 active. Q9XUB2. AID 1832. activity score (negative = inhibition of binding), % at 10 µM;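 active = inhibition past about -25% in most replicates, and total fluorescence under double the plate's negative control median, limit read from the data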;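 also: 0% = DMSO and -100% = 5 µM competing unlabeled TCR2 RNA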
AGP1 TOR yeast – alters AGP1-GFP fluorescence in TOR pathway yeast screen | GFP response vs DMSO, % at 10 µM | 0.02% of 320,000 active | S. cerevisiae AGP1-GFP multiplex flow cytometry, 3 h; GFP as percent of DMSO wells;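 active = GFP response relative to DMSO above a set limit, near screen average plus 3 SD, cut at about 150% in these data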;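 also: median GFP channel fluorescence of the gated AGP1 strain per well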
MCL1 BIM primary – disrupts human MCL1 binding to BIM-BH3 peptide. 0.68% of 320,000 active. Q07820. inhibition, % at 10.9 µM. GST-MCL1 / FITC-Bim-BH3 fluorescence polarization;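 active = inhibition above the mean inhibition of all tested compounds plus 3 SD, set per campaign, cut at about 40% in these data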;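 also: 0% = DMSO wells and 100% = unlabeled Bim-BH3 peptide control; higher means more loss of mP so more displacement of Bim peptide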
Target sequence (Q07820 whole entry, looked up): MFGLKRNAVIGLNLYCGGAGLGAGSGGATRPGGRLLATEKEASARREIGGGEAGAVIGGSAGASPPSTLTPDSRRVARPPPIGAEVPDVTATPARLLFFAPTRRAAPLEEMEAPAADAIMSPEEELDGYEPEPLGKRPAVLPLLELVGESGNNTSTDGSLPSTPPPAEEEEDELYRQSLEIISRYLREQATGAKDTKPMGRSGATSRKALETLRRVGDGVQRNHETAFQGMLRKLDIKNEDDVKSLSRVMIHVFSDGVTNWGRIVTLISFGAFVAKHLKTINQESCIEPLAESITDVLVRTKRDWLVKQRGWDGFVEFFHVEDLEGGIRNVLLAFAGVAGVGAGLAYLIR
Starred values were filed as active, the others as inactive; [ ] = dose if it differs, or a comment.

Start of the listing, in advance, three compounds:
For CCN1CCN(Cc2ccc(NC(=O)c3ccc(C)c(/C=C/c4cnc(Nc5cc(N6CCNCC6)nc(C)n5)cn4)c3)cc2C(F)(F)F)CC1 the results were VLA-4 inh -98, GLD-1 RNA inh -148, CIT2-GFP yeast 86[may fluoresce red], GRK2 aptamer HTS 0, BCLXL inh 38*, Fam108B inh 3, MEX-5 binding 27, AGP1 TOR yeast 87[may fluoresce red] and MCL1 BIM primary 17.
`COc1cccc(C(=O)COc2ccc3c(C)c(Cc4ccccc4)c(=O)oc3c2C)c1` gave VLA-4 inh 6, GLD-1 RNA inh -2, CIT2-GFP yeast 110, GRK2 aptamer HTS 0, BCLXL inh 2, Fam108B inh 5, MEX-5 binding 1.5, AGP1 TOR yeast 106 and MCL1 BIM primary 0.
Screening Cc1cccc(-c2nc3sc(C)cc3c(=O)o2)c1 returned VLA-4 inh 0, GLD-1 RNA inh 4, CIT2-GFP yeast 104, GRK2 aptamer HTS 3, BCLXL inh 4, Fam108B inh -8, MEX-5 binding 1.8, AGP1 TOR yeast 96 and MCL1 BIM primary 4.

All compounds of this part, from the start:
For CCN1CCN(Cc2ccc(NC(=O)c3ccc(C)c(/C=C/c4cnc(Nc5cc(N6CCNCC6)nc(C)n5)cn4)c3)cc2C(F)(F)F)CC1 the results were VLA-4 inh -98, GLD-1 RNA inh -148, CIT2-GFP yeast 86[may fluoresce red], GRK2 aptamer HTS 0, BCLXL inh 38*, Fam108B inh 3, MEX-5 binding 27, AGP1 TOR yeast 87[may fluoresce red] and MCL1 BIM primary 17.
`COc1cccc(C(=O)COc2ccc3c(C)c(Cc4ccccc4)c(=O)oc3c2C)c1` gave VLA-4 inh 6, GLD-1 RNA inh -2, CIT2-GFP yeast 110, GRK2 aptamer HTS 0, BCLXL inh 2, Fam108B inh 5, MEX-5 binding 1.5, AGP1 TOR yeast 106 and MCL1 BIM primary 0.
Screening Cc1cccc(-c2nc3sc(C)cc3c(=O)o2)c1 returned VLA-4 inh 0, GLD-1 RNA inh 4, CIT2-GFP yeast 104, GRK2 aptamer HTS 3, BCLXL inh 4, Fam108B inh -8, MEX-5 binding 1.8, AGP1 TOR yeast 96 and MCL1 BIM primary 4.
`Cc1c(NC(=S)N2CCN(c3ccc(F)cc3)CC2)c(=O)n(-c2ccccc2)n1C` gave VLA-4 inh 24, GLD-1 RNA inh -4, CIT2-GFP yeast 99, GRK2 aptamer HTS 5, BCLXL inh 8, Fam108B inh 4, MEX-5 binding 0.9, AGP1 TOR yeast 102 and MCL1 BIM primary 6.
`CC(=O)c1sc2nc(C)c3c(c2c1N)CCCC3` gave VLA-4 inh -11, GLD-1 RNA inh -1, CIT2-GFP yeast 55, GRK2 aptamer HTS 5, BCLXL inh 4, Fam108B inh -2, MEX-5 binding -4.4, AGP1 TOR yeast 107 and MCL1 BIM primary 10.
Cc1cccc(-c2noc(CN(C(=O)/C=C/c3ccccc3Cl)C(C)C)n2)c1 was read as VLA-4 inh 6, GLD-1 RNA inh -4, CIT2-GFP yeast 93, GRK2 aptamer HTS 0, BCLXL inh 1, Fam108B inh -9, MEX-5 binding -2.9, AGP1 TOR yeast 103 and MCL1 BIM primary -2.
Screening O=[N+]([O-])c1ccc(/C=C/c2ccncc2)cc1 returned VLA-4 inh -6, GLD-1 RNA inh -7, CIT2-GFP yeast 94, GRK2 aptamer HTS 0, BCLXL inh 1, Fam108B inh -13, MEX-5 binding -0.8, AGP1 TOR yeast 95 and MCL1 BIM primary -4.
CC(CCc1ccccc1)NC(=O)CN(C)Cc1ccccc1F (centres undefined) was read as VLA-4 inh 3, GLD-1 RNA inh -4, CIT2-GFP yeast 106, GRK2 aptamer HTS 3, BCLXL inh 2, Fam108B inh 3, MEX-5 binding 0.6, AGP1 TOR yeast 106 and MCL1 BIM primary 2.
For Cc1ccc(-n2nc(CN3CCOCC3)c(-c3ccccc3)c2N)cc1Cl the results were VLA-4 inh -7, GLD-1 RNA inh -1, CIT2-GFP yeast 97, GRK2 aptamer HTS 0, BCLXL inh 4, Fam108B inh -2, MEX-5 binding 0.2, AGP1 TOR yeast 100 and MCL1 BIM primary 9.
`CC(=O)Nc1cccc(NC(=O)CSc2nnc3ccccn23)c1` gave VLA-4 inh 6, GLD-1 RNA inh -3, CIT2-GFP yeast 100, GRK2 aptamer HTS 0 and AGP1 TOR yeast 99.
Screening C=CCSc1n[nH]c(-c2ccccc2)n1 returned VLA-4 inh -8, GLD-1 RNA inh 12, CIT2-GFP yeast 98, GRK2 aptamer HTS 0, BCLXL inh 2, Fam108B inh 3, MEX-5 binding 1.1, AGP1 TOR yeast 93 and MCL1 BIM primary 2.
Screening COc1ccc(CCN2C(=O)CSC2=Nc2ccc(C)cc2C)cc1OC returned VLA-4 inh 28, GLD-1 RNA inh 6, CIT2-GFP yeast 91, GRK2 aptamer HTS 0, BCLXL inh -3, Fam108B inh -3, MEX-5 binding -0.2, AGP1 TOR yeast 101 and MCL1 BIM primary -9.
For CC(OC(=O)C1CCN(S(=O)(=O)c2ccccc2C(F)(F)F)CC1)C(=O)N(C)Cc1ccccc1 (centres undefined) the results were VLA-4 inh 6, GLD-1 RNA inh 0, CIT2-GFP yeast 105, GRK2 aptamer HTS 0, BCLXL inh -13, Fam108B inh -2, MEX-5 binding -2.1, AGP1 TOR yeast 98 and MCL1 BIM primary -29.
For CC(C)(CN=C1NS(=O)(=O)c2ccccc21)CNC(=O)CN1C(=O)c2ccccc2C1=O the results were VLA-4 inh -6, GLD-1 RNA inh -4, CIT2-GFP yeast 96, GRK2 aptamer HTS 0, BCLXL inh -4, Fam108B inh -4, MEX-5 binding 2.3, AGP1 TOR yeast 96 and MCL1 BIM primary 2.
`Cc1ccccc1-n1c(=O)cc(N2CCN(C(=O)c3ccco3)CC2)[nH]c1=O` gave VLA-4 inh 7, GLD-1 RNA inh -1, CIT2-GFP yeast 141, GRK2 aptamer HTS 1, BCLXL inh 8, Fam108B inh 3, MEX-5 binding 1.0, AGP1 TOR yeast 119 and MCL1 BIM primary -1.
Screening Cc1ccccc1CN1CCCC(C(=O)Nc2ccccc2Oc2cccnc2)C1 (centres undefined) returned VLA-4 inh 10, GLD-1 RNA inh 8, CIT2-GFP yeast 106, GRK2 aptamer HTS 0, BCLXL inh 7, Fam108B inh -3, MEX-5 binding 1.5, AGP1 TOR yeast 101 and MCL1 BIM primary -1.
Screening CCOC(=O)C1CCN(CC(O)COc2ccc(C(C)=O)cc2)CC1 (centres undefined) returned VLA-4 inh 32, GLD-1 RNA inh -1, CIT2-GFP yeast 98, GRK2 aptamer HTS 0, BCLXL inh 1, Fam108B inh -1, MEX-5 binding 2.0, AGP1 TOR yeast 100 and MCL1 BIM primary 4.
For O=C(CS(=O)(=O)c1cn(Cc2ccccc2Cl)c2ccccc12)N1CCOCC1 the results were VLA-4 inh -3, GLD-1 RNA inh -1, CIT2-GFP yeast 98, GRK2 aptamer HTS 1, BCLXL inh 2, Fam108B inh -1, MEX-5 binding -0.6, AGP1 TOR yeast 107 and MCL1 BIM primary 7.
Screening Cc1ncc(CN2CCC(C(=O)Nc3ccc(Oc4cccnc4)cc3)CC2)cn1 returned VLA-4 inh 4, GLD-1 RNA inh -7, CIT2-GFP yeast 103, GRK2 aptamer HTS 0, BCLXL inh 6, Fam108B inh -4, MEX-5 binding 2.1, AGP1 TOR yeast 99 and MCL1 BIM primary 1.
`NS(=O)(=O)c1ccc(CCNC(=O)C(=O)C2C(=O)Nc3ccccc32)cc1` (centres undefined) gave VLA-4 inh 9, GLD-1 RNA inh 5, CIT2-GFP yeast 96, GRK2 aptamer HTS 1, BCLXL inh 1, Fam108B inh 2, MEX-5 binding -1.3, AGP1 TOR yeast 101 and MCL1 BIM primary 2.
`Cn1c(=O)c2c(ncn2CCC(=O)N/N=C/c2ccccc2)n(C)c1=O` gave VLA-4 inh -4, GLD-1 RNA inh 3, CIT2-GFP yeast 102, GRK2 aptamer HTS 0, BCLXL inh 5, Fam108B inh 4, MEX-5 binding 2.3, AGP1 TOR yeast 109 and MCL1 BIM primary 1.
`Cc1onc(-c2c(F)cccc2Cl)c1C(=O)N(C)CCc1ccccn1` gave VLA-4 inh -5, GLD-1 RNA inh -6, CIT2-GFP yeast 120[may fluoresce green], GRK2 aptamer HTS 0, BCLXL inh 4, Fam108B inh 7, MEX-5 binding -0.8, AGP1 TOR yeast 106[may fluoresce green] and MCL1 BIM primary 5.
Screening Cc1nnc(C)n1/N=C/c1ccc(-c2ccccc2Cl)o1 returned VLA-4 inh -5, GLD-1 RNA inh 2, CIT2-GFP yeast 108, GRK2 aptamer HTS 3, BCLXL inh 6, Fam108B inh 2, MEX-5 binding -5.7, AGP1 TOR yeast 101 and MCL1 BIM primary 6.
`Cc1ccc(NC(=O)C(C)OC(=O)CCNS(=O)(=O)c2ccc(C)cc2)cc1` (centres undefined) gave VLA-4 inh -7, GLD-1 RNA inh 4, CIT2-GFP yeast 100, GRK2 aptamer HTS 3, BCLXL inh 7, Fam108B inh 6, MEX-5 binding -0.7, AGP1 TOR yeast 98 and MCL1 BIM primary 1.
`Cc1ccc(C(=O)CC(=O)c2cc(Cl)ccc2O)cc1` gave VLA-4 inh 7, GLD-1 RNA inh 2, CIT2-GFP yeast 98, GRK2 aptamer HTS 0, BCLXL inh 3, Fam108B inh -4, MEX-5 binding -3.0, AGP1 TOR yeast 105 and MCL1 BIM primary 9.
Screening COC(=O)C1=C(C)N(c2ccccc2)/C(=C/c2ccco2)C1=O returned VLA-4 inh 2, GLD-1 RNA inh 5, CIT2-GFP yeast 86, GRK2 aptamer HTS 0, BCLXL inh 8, Fam108B inh 0, MEX-5 binding -28*, AGP1 TOR yeast 93 and MCL1 BIM primary 11.
Screening Cc1ccc(S(=O)(=O)N2CCN(C(=O)c3ccccc3)C2)cc1[N+](=O)[O-] returned VLA-4 inh 8, GLD-1 RNA inh -3, CIT2-GFP yeast 105, GRK2 aptamer HTS 0, BCLXL inh -2, Fam108B inh 0, MEX-5 binding 1.7, AGP1 TOR yeast 96 and MCL1 BIM primary 6.
Screening CCOc1ccc(C(=O)NCC(=O)OCC(=O)N2CCC(C)CC2)cc1 returned VLA-4 inh 5, GLD-1 RNA inh -2, CIT2-GFP yeast 97, GRK2 aptamer HTS 3, BCLXL inh 2, Fam108B inh 6, MEX-5 binding -1.9, AGP1 TOR yeast 103 and MCL1 BIM primary -3.
Screening Fc1cc(F)c2nc(N3CCOCC3)sc2c1 returned VLA-4 inh 13, GLD-1 RNA inh -3, CIT2-GFP yeast 98, GRK2 aptamer HTS 3, BCLXL inh 3, Fam108B inh -3, MEX-5 binding -2.4, AGP1 TOR yeast 97 and MCL1 BIM primary 1.
Screening CCC(=O)Nc1sc(C(=O)OC)c(C)c1C(=O)OC returned VLA-4 inh 5, GLD-1 RNA inh -3, CIT2-GFP yeast 100, GRK2 aptamer HTS 2, BCLXL inh -1, Fam108B inh 3, MEX-5 binding -1.6, AGP1 TOR yeast 89 and MCL1 BIM primary 5.
`Cc1ccc(N2CCN(c3ccc(C)cc3)C(CC(=O)O)C2=O)cc1` (centres undefined) gave VLA-4 inh -14, GLD-1 RNA inh 5, GRK2 aptamer HTS 0, BCLXL inh 0, Fam108B inh 0, MEX-5 binding 2.1, AGP1 TOR yeast 99 and MCL1 BIM primary 5.

Assay outcomes: PubChem, several laboratories
